Source: PubChem BioAssay (National Center for Advancing Translational Sciences (NCATS))
12-LOX inh = ALOX12 (human) lipoxygenase inhibition. Potency, µM (highest dose often 108 µM), for inactives: at the top dose activity change, negative = inhibition, hits mostly inhibitors. AID 1671190. P18054. purified 12hLO, xylenol orange hydroperoxide absorbance. hit rate 1.1% among 580,000; active means well fitted inhibition curve with a large enough effect; inconclusive means small, poorly fitted or top-dose-only effect, or another doubt; inactive means no such curve, though single readings can be large or run the other way
Target sequence (P18054 whole entry, looked up): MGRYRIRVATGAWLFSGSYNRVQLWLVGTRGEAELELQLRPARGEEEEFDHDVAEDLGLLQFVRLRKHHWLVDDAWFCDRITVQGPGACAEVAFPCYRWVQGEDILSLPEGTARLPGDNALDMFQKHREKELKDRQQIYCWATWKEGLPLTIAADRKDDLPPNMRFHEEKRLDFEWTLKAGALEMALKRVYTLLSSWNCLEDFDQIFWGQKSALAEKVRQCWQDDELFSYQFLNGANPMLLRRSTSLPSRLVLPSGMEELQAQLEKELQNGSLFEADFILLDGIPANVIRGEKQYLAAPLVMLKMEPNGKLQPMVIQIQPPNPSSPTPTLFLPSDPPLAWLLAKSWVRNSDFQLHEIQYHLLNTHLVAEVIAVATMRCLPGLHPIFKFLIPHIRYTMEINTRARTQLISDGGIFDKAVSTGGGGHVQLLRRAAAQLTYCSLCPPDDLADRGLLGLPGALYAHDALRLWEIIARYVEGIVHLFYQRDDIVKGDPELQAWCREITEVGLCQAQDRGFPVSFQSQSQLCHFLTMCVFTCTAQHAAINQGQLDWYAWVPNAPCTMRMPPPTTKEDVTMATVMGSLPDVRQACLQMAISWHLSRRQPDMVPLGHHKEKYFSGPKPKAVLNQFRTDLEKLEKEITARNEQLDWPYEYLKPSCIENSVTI
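Purified human 12hLO (150 nM final) in 25 mM Hepes, 0.01% Triton X-100, pH 7.0 was preincubated 15 min at room temperature with compound. Then 40 uM arachidonic acid was added, 30 min. Hydroperoxide was read by Fe-XO absorbance ratio 573/405 nm.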
Starred values were filed as active, the others as inactive; ? = inconclusive; [ ] = remark or other dose. On the % scale 0 is the no-effect control and ±100 the full control effect; potency means the concentration at half of the fitted maximal effect.

12-LOX inh,Structure
17%[176 µM],CN(C)c1ccc(CN[C@H]2C[C@H]3C(=O)NC[C@@H](CCC(=O)N4CCCCC4)N3C2)cc1
27%,COC(=O)c1cccc(NC(=O)c2ccc3c(c2)CCC3)c1
17%,COCCN1CCOC[C@H]2CCN(C(=O)C(C)C)C[C@H]21
?,CCc1ccc2c(CN3CCCC3c3ccc(OC)cc3)cc(=O)oc2c1 (stereo not drawn)
-4%,Cc1ccc(-c2ccc(OCC(=O)Nc3ccc(C(=O)N(C)C)cc3)cc2)cc1
?,CCCN(C)C(=O)c1c(-c2ccc(OC)cc2)noc1[C@H](C)O
107%[activator][176 µM],CCCCn1c(CNC(=O)OC(C)(C)C)nc2cccnc21
34%[activator],O=C1CC(c2ccccc2)N(C(=O)CNC(=O)c2ccc3[nH]ccc3c2)CCCCCN1 (stereo not drawn)
-19%,c1ccc(-c2csc(=NC3CCCCC3)n2N=C2CCCC2)cc1
?,CCN(Cc1ccco1)C(=O)c1cc2cc(F)ccc2[nH]1
6%[176 µM],COc1ccc(-c2ccc3ncc(Nc4ccccc4C)n3n2)cn1
12%,O=C(CN1CCN(c2ccccc2F)CC1)NCCc1c[nH]c2ccccc12

The final 5 entries of the part before are carried over, then new ones follow.
12-LOX inh,Structure
34%[activator],O=C1CC(c2ccccc2)N(C(=O)CNC(=O)c2ccc3[nH]ccc3c2)CCCCCN1 (stereo not drawn)
-19%,c1ccc(-c2csc(=NC3CCCCC3)n2N=C2CCCC2)cc1
?,CCN(Cc1ccco1)C(=O)c1cc2cc(F)ccc2[nH]1
6%[176 µM],COc1ccc(-c2ccc3ncc(Nc4ccccc4C)n3n2)cn1
12%,O=C(CN1CCN(c2ccccc2F)CC1)NCCc1c[nH]c2ccccc12
14%,CC(=O)c1ccc(C(C)(C)C)cc1NC(=O)c1ccc(C)cc1
-4%,CCCCS(=O)(=O)N1CCc2nc(N3CCc4ccccc4C3)[nH]c(=O)c2CC1
?,O=C1NCc2ccccc2CC12CCN(Cc1cc(O)cc(O)c1)CC2
62%[activator],Cc1cccc(CN2C[C@@H]3C(=O)N(CCN4CCc5ccccc5C4)C(=O)[C@@H]3C2)c1
-8%,Nc1nonc1-c1nc2ccccc2n1CC(=O)Nc1ccc(F)cc1F
55%,NC(=O)[C@H]1CCCN1Cc1c(C(=O)N2CCCCCCC2)nc2sccn12
-1%[176 µM],COc1ccccc1CN1CC[C@H]2COC(=O)N2c2cc(F)ccc2C1
-1%,COc1ccc2c(c1)OC(C)CN(CCC(=O)NCC1OCCc3ccccc31)C2 (stereo not drawn)
-19%,Cc1ccc2oc(-c3cccc(NC(=O)c4ccccc4[N+](=O)[O-])c3C)nc2c1
52%[activator],O=C(N[C@@H]1CCN(C(=O)c2ccc3c(c2)OCO3)C[C@H]1O)c1cnccn1
-13%,CCN(C(=O)CN1CCC(c2cc3ccccc3[nH]2)CC1)C1CC1
39%[activator],CC(C)N1C(=O)C2(CCCCC2)C1C(=O)NCCCN1CCCCC1 (stereo not drawn)

Seven compounds picked at random from those above, as already listed:
12-LOX inh,Structure
12%,O=C(CN1CCN(c2ccccc2F)CC1)NCCc1c[nH]c2ccccc12
-4%,Cc1ccc(-c2ccc(OCC(=O)Nc3ccc(C(=O)N(C)C)cc3)cc2)cc1
-1%,COc1ccc2c(c1)OC(C)CN(CCC(=O)NCC1OCCc3ccccc31)C2 (stereo not drawn)
?,CCCN(C)C(=O)c1c(-c2ccc(OC)cc2)noc1[C@H](C)O
-8%,Nc1nonc1-c1nc2ccccc2n1CC(=O)Nc1ccc(F)cc1F
27%,COC(=O)c1cccc(NC(=O)c2ccc3c(c2)CCC3)c1
-13%,CCN(C(=O)CN1CCC(c2cc3ccccc3[nH]2)CC1)C1CC1

Carrying on:
12-LOX inh,Structure
?,O=C(O)c1ccc(CN2C[C@@H]3OCC(=O)N(c4ccccc4)[C@@H]3C2)cc1
6%,COC(=O)[C@H](Cc1ccc(OC)cc1)NC(=O)[C@H]1CN(S(=O)(=O)c2ccccc2)CCN1C(=O)NC1CCCCC1
-28%,Cc1ccc(C(=O)C(C)OC(=O)C2CC3CCCC(C2)C3=O)cc1C (stereo not drawn)
?,COc1ccc(C(=O)COc2ccc(C#N)cc2OC)cc1Br
15%,O=C(C1CCOCC1)N1CCCCCCn2c(nnc2-c2ccc(F)cc2)CC1
-13%,CCCCCC(=O)Nc1nc2c(s1)C[C@@H]1[C@](C)(CO)[C@H](O)CC[C@@]1(C)[C@@H]2CC(=O)NC1CCCCC1
?,CCOc1ccc(C(=O)c2sc(Nc3c(C)cccc3C)nc2N)cc1
61%,CCN(CC1CCOCC1)C(=O)c1cccnc1SC/C=C/c1ccccc1
3%,Cc1ccc(-n2c(C3CCN(C(=O)c4ccc5cc[nH]c5c4)CC3)n[nH]c2=O)cc1
-11%[176 µM],O=C(Cc1c[nH]c2ncc(-c3ccccc3)cc12)NCCc1ccccc1
40%,O=C(CN1CC2CC(C1)[C@H]1CCCC(=O)N1C2)NCCCN1CCCCC1 (stereo partly drawn)
98%[activator],CCOc1ccc(C(=O)N2CCN(c3nnc4ccc(C(F)(F)F)cn34)CC2)cc1
4%,CNc1cc(C2CC(Nc3nc(N)nc(C)c3Cl)C2)nc(COC)n1 (stereo not drawn)
-5%,Cc1cc(/C=C(/C#N)c2nc3ccccc3n2C)cc(C)c1O
67%[activator][176 µM],CC(C)NC(=O)N1CCN2C(=O)N(C(C)C)C(=O)[C@H]2C1
-3%,COc1ccccc1C(=O)Nc1cnc2sc3c(n2c1=O)CCC(C(C)(C)C)C3 (stereo not drawn)
-27%,Cc1ccc(NC(=O)NCc2nc(-c3cccc(Cl)c3)oc2C)cc1
3%[176 µM],Clc1ccc(-c2cnc([C@@H]3COCCN3CC3CC3)[nH]2)s1
-3%,O=C(CN1CCN(c2ccc([N+](=O)[O-])c3cnccc23)CC1)Nc1ccc(F)cc1
-19%,O=C(CSCc1ccccc1)NNC(=S)NC1CC1
?,CN(CC(=O)Nc1ccccc1SC(F)F)S(=O)(=O)c1ccc2ccccc2c1
-26%,CCCCn1c(=O)[nH]c(=O)c2c1nc(-c1ccc(OCC#N)c(OC)c1)n2C
?,Cc1ccc(C(=O)N2CCN(c3nc4ccccc4o3)CC2)cc1
23%,COc1ccc(C(C)=O)cc1CS(=O)(=O)Cc1cccc(F)c1
25µM*,CCC(=O)N1CCN(c2nc3c(s2)CC(C(=O)Nc2ccc(OC)c(F)c2)CC3)CC1 (stereo not drawn)
46%,COc1ccc(OC)c(NC(=O)Cn2ccn3nc4c(c3c2=O)CCCCC4)c1
4%,CC(C)N(C(=O)/C=C/c1ccc([N+](=O)[O-])cc1)C(C)C
20%,COC(CNC(=O)C=C(C)C)c1ccccc1 (stereo not drawn)
25%,CCNC(=O)N1CCOc2ccc(CCC(=O)Nc3ccc(C)cc3)cc2C1
8%,CCc1cccc(CC)c1NC(=O)COc1ncnc2ccccc12
10µM*,O=C(Nc1nn[nH]n1)c1cccc(S(=O)(=O)N2CCCCCC2)c1
33%[activator][176 µM],COc1ccc(-c2noc([C@@H]3Cc4nc[nH]c4CN3Cc3ccc(CO)o3)n2)cc1
-4%,COC(=O)c1cn(CC(=O)Nc2ccccc2)c2ccccc12
?,O=S(=O)(c1ccc2c(c1)CCN2)N1CCCCC1
27%,Cc1ccccc1S(=O)(=O)N1CCN(C2CCN(CCc3ccccc3)C2=O)CC1 (stereo not drawn)
3%[6.33 µM],O=C1NCc2ccccc2CC12CCN(Cc1c(Cl)cncc1Cl)C2 (stereo not drawn)
-9%,CCCCn1c(=O)[nH]c(=O)c2c1nc(COc1cc(Cl)ccc1Cl)n2CCC
6%[176 µM],CC(C)(C)CN1CCOC[C@H]1c1ncc(-c2ccc(S(C)(=O)=O)cc2)[nH]1
?,Cn1nc(-c2ccc(NC3CCCCC3)c([N+](=O)[O-])c2)c2ccccc2c1=O
8%,CCc1noc(-c2cn(C3CCN(C(=O)c4ccc(OC)cc4)C3)nn2)n1 (stereo not drawn)
?,N#Cc1ccc(C(=O)/C=C/c2ccc3c(c2)OCCO3)cc1
11%,Nn1c(SCc2ncc(-c3ccc(Cl)cc3)o2)nnc1-c1ccc(F)cc1
10%,CCN(CC)c1cc(CCC(=O)N2CCN(c3cccc(OC)c3)CC2)ccn1
7%,O=C(Nc1cc(Cl)ccc1Cl)c1ccccc1-c1ccccc1
3%,COc1ccc(-n2nc(C3CCN(Cc4ccncc4)CC3)[nH]c2=O)cc1
24%,CCC(C)NC(=O)C1COC2(CCC(C)CC2)N1C(=O)c1ccccc1F (stereo not drawn)
?,CC(C)c1ccc(NC(=O)c2nc3ccccc3n(C)c2=O)cc1
-15%,CC1(C)C(=O)N(Cc2ccccc2F)[C@H]2CN(Cc3ccc4[nH]ccc4c3)C[C@@H]2[S+]1(=O)[O-]
-25%,O=C(Nc1ccc2oc(-c3ccncc3)nc2c1)c1ccc2ccccc2c1
-4%,CCC(N)(CC)c1cn(CC2CCCN(C(=O)Nc3ccsc3)C2)nn1 (stereo not drawn)
43%[activator],Cc1ccc(CNC(=O)[C@H](CC(C)C)NC(=O)N2CCn3c2nc2ccccc23)cc1
35%[activator],Cc1noc(C)c1COc1cccc(C(=O)Nc2ccc(S(=O)(=O)NCc3ccco3)cc2)c1
-3%,Cc1cccc(-c2c3c(nc4sc5c(c24)CCC(C)C5)C(C)CCC3)c1 (stereo not drawn)
-9%,CCC(=O)N1[C@@H]2Cn3c(cccc3=O)[C@H]1[C@@H](C(=O)NC1CCCCC1)[C@@H]2CO
0%,O=C(CNC(=O)c1ccccc1)OCc1cc(=O)oc2cc(O)ccc12
2%,CC(=O)c1cccc(NC(=O)c2ccc(C#N)cc2F)c1
?,Cc1cc(C)c(NC(=O)Cn2ccn3nc4c(c3c2=O)CCCC4)c(C)c1
?,COc1cc(OC)c(OC)cc1CC1C(=O)Nc2ccc(Br)cc21 (stereo not drawn)
26%,CC(O)CNS(=O)(=O)c1cccc(C(=O)Nc2cccc3c2CCC3)c1 (stereo not drawn)
?,COc1ccc(/C=C(/C#N)c2ccccn2)cc1F

Further entries:
12-LOX inh,Structure
?,COc1ccc(-c2ccc(C(=O)NCC3Cc4cccc(-c5nc(C)cnc5C)c4O3)o2)cc1 (stereo not drawn)
?,OC(COc1ccc(Br)cc1)CN1CCCN(c2ccc(C(F)(F)F)cn2)CC1 (stereo not drawn)
9%,COc1ccccc1CNC(=O)CCn1ccc2ccccc21
32%,COc1ccccc1CCC(=O)N1CCCN(c2cc(-c3ccc(Cl)cc3)[nH]n2)CC1
-19%,Cc1cc(Br)ccc1NC(=O)CNC(=O)CCc1ncc(-c2ccc(F)cc2)o1
21%,Cc1cccc(-c2noc(-c3nnn4c3COC(c3ccc(F)cc3)C4)n2)c1 (stereo not drawn)
?,COc1ccccc1CN1CC(c2noc(-c3cc(C)cc(C)c3)n2)CC1=O (stereo not drawn)
60%[activator],COc1cc(OC)c(Nc2ncncc2-c2nc(-c3ccccc3)no2)cc1Cl
24%,COCCOCC(=O)N1CCC2(CC1)CC(N(Cc1ccc(F)cc1)C1CC1)CCO2 (stereo not drawn)
42%,Cn1nccc1C(=O)N1CCC(c2noc(-c3cnccn3)n2)C1 (stereo not drawn)
-7%,COc1cccc2c1OC1(CCN(C)CC1)N1N=C(c3ccccc3)CC21 (stereo not drawn)
-7%,CCOC(=O)N[C@@H](Cc1cccnc1)C(=O)N1CCC[C@H]1C(=O)NCCc1ccccc1Cl
7%,Cc1ccc(CNC(=O)[C@H]2CN(Cc3ccccc3)C[C@H]2C(=O)O)o1
23%,Cc1ccc(Cn2nc(C)c3cc(C(=O)N4CCN(C(=O)CN5CCOCC5)CC4)sc32)cc1
41%[activator],COc1ccc(-n2nc(C3CCN(C(=O)Nc4ccccc4)CC3)[nH]c2=O)cc1
40%[activator],Cn1nc(C2CCN(C(=O)NCc3ccccc3)CC2)c2c1CCOC2
11%,Cc1cnc(CC2CCCN(C(=O)COc3ccccc3)C2)n1Cc1ccc(F)cc1 (stereo not drawn)
?,Cc1cnc(CNc2ncnc3ccc(-c4ccccc4CN(C)C)cc23)cn1
?,CCc1cccc2c(C(CC(=O)NCCc3ccc(OC)c(OC)c3)c3cccc(OC)c3)c[nH]c12 (stereo not drawn)
54%[activator],COc1ccc(C(=O)N2CCN(C(=O)N3CC4CC(C3)[C@H]3CCCC(=O)N3C4)CC2)cn1 (stereo partly drawn)
-12%,Cc1nc2c3ccccc3nn2c(C)c1CCC(=O)Nc1cccc(F)c1
13%,COc1ccc(NC(=O)c2nc(C)n(-c3ccc(F)cc3)n2)c(OC)c1
7%,CSc1cccc(NC(=O)N[C@H]2CCN(C(=O)C=C(C)C)[C@@H]2C(=O)N[C@@H](Cc2cccs2)C(N)=O)c1
45%[activator],N#Cc1ccccc1CN1CCC2(CC1)CC(O)CCO2 (stereo not drawn)
-5%[176 µM],CC1(C)C(=O)N(CCOc2ccccc2)[C@H]2CN(CC3CCOC3)C[C@H]2[S+]1(=O)[O-] (stereo partly drawn)
23%,CCc1ccc(-c2csc(-c3nc(-c4ccc(C)cc4)c(C)s3)n2)cc1
-20%,CC(=O)c1cccc(NC(=O)C2(c3ccc(C)cc3)CCCC2)c1
?,CCOc1cc(N)ccc1OC(F)F
47%[activator],Nc1n[nH]c(CC(=O)N(Cc2ccccc2)C2(C(=O)Nc3ccccc3)CCCCC2)n1

This is a subset (hit frequency here may not be typical).
